LDHA inh = inhibitors of human lactate dehydrogenase A; 0.15% of 480,000 active; P00338; purified LDHA, NADH/diaphorase-resazurin fluorescence; hits give low values; activity change, % (values are at about 110 or 230 µM); in the data active = activity change below about -30%; inconclusive = mostly about -25% to -30%;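 note: plate controls were DMSO wells for no effect and wells without enzyme for full effect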
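Remaining NADH was detected by diaphorase (0.133 mg/mL) converting 37 µM resazurin to fluorescent resorufin, read at 0 and 20 minutes. The preceding 5-minute room-temperature reaction used 2 nM LDHA, 0.2 mM sodium pyruvate and 0.06 mM NADH at pH 7.4.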
Starred values were filed as active, the others as inactive; ? = inconclusive.

No. | Compound | LDHA inh
1 | Cc1cc(C(=O)Nc2ccccc2Cc2ccccc2)cs1 | 4
2 | CCOC(=O)c1cnc2ccccc2c1Nc1ccc(OCC)cc1 | -5
3 | CN1C(=O)C2(CC(=O)Nc3[nH]ncc32)c2ccccc21 (centres undefined) | -1
4 | CCOC(=O)Cc1c(C(=O)OCC)[nH]c2c1C(=O)CCC2 | 16
5 | CC(CCc1ccco1)NC(=O)CCc1nnc2ccc(N3CCC4(CC3)OCCO4)nn12 (centres undefined) | 9
6 | COCc1ccccc1CNC(=O)c1ccsc1 | -5
7 | Cc1oc(-c2cccs2)nc1CC(=O)N1CCOCC1 | 8
8 | CC1=CC(=O)C2(CCCCC2)NC1 | 1
9 | CCc1c(C)sc(NC(=O)/C=C/C(=O)O)c1C#N | 0
10 | COCCn1c(N2CCCC(C)C2)nc2c1c(=O)[nH]c(=O)n2C (centres undefined) | ?
11 | CC1CCCN(S(=O)(=O)c2ccc(-c3nc(C#N)c(NCCCN(C)C)o3)cc2)C1 (centres undefined) | -1
12 | CN(C)C(=O)CNS(=O)(=O)c1ccc(F)c(Cl)c1 | -21
13 | COc1ccc(NC(=O)C(=O)NCCN2CCN(C(=O)c3cccc(C)c3)CC2)cc1 | -4
14 | Cc1c(Cc2ccccc2)c(=O)oc2cc(OCc3ccc(C(C)(C)C)cc3)ccc12 | 6
15 | COc1ncc(-c2ccc(N3C(c4ccsc4)=Cc4ccccc4C3CC(C)=O)cc2)cn1 (centres undefined) | -2
16 | Cc1ccc(CC(=O)NCc2ccc(COC(C)C)cc2)cc1 | -21
17 | O=C(CN(C1CCCCC1)S(=O)(=O)c1ccc(Br)cc1)Nc1ccc(F)cc1F | 0
18 | CCCc1nc2c(-c3ccccc3)c(C)[nH]n2c(=O)c1Cl | 5
19 | OC(COCCOCCOCCOCc1ccccc1)C(O)COCCOCCOCCOCc1ccccc1 (centres undefined) | 3
20 | N#Cc1nc(-c2ccc(S(=O)(=O)N3CCCC3)cc2)oc1NCc1cccnc1 | -2
21 | O=C(NC(c1ccco1)c1cc(Cl)c2cccnc2c1O)c1ccsc1 (centres undefined) | 6
22 | O=C1CCCC2=C1C1(CCCC1)N=C(Nc1nc3cc(Cl)ccc3o1)N2 | -7
23 | O=C(/C=C/c1cccs1)Oc1ccc2oc3ccccc3c2c1 | -1
24 | Cc1nc2ccc(NC(=O)CC3C=CCC3)cc2s1 (centres undefined) | 4
25 | O=C(/C=C/c1ccccc1OC(=O)c1cccs1)c1cc2ccccc2o1 | 5
26 | Cc1ccc(C(=O)NC(c2ccc(Cl)cc2)c2cccnc2)cc1 (centres undefined) | 2
27 | Cc1c(C(=O)N(C)Cc2nc3ccsc3c(=O)[nH]2)cnn1-c1ccccc1F | 9
28 | Cc1ccc(C)c(/C=C2\CCc3ccccc3C2=O)c1 | 1
29 | COC(=O)c1ccc(CNC(=O)c2cc(-c3ccc(C)cc3)nc3ccccc23)cc1 | 8
30 | CCCCn1nnnc1C(c1cc2ccccc2o1)N(Cc1ccccc1)Cc1ccccc1 (centres undefined) | -3
31 | CN(Cc1ccc(F)cc1)C(=O)c1cc(-c2ccncc2)nc2ccccc12 | 17
32 | Fc1cc(F)cc(-c2noc3ncnc(Nc4ccc(-c5ccno5)cc4)c23)c1 | -1
33 | N#Cc1ccc(NCCCNc2ccc(C#N)cn2)nc1 | 1
34 | CCCCCCC1COC(c2ccc(OCC)cc2)OC1 (centres undefined) | 10
35 | COc1ccc(Cc2nc3c4c(C)c(C)n(CCN(C)C)c4ncn3n2)cc1OC | 3
36 | CCN(CC)C(CNC(=O)Nc1cccc(C(=O)N2CCCCC2)c1)c1ccsc1 (centres undefined) | 1
37 | CC(CN(CCN(C)C)Cc1ccccc1)c1ccccc1 (centres undefined) | -7
38 | CC(NC(=O)c1nccnc1N)c1ccco1 (centres undefined) | -5
39 | CCOC(=O)[C@]12CCCC=C1N(Cc1ccccc1)C(=O)[C@H](CC(=O)NCC13CC4CC(CC(C4)C1)C3)C2 | -3
40 | CCN1CCCC1CNC(=O)c1c(C)nn(-c2ccc(F)cc2)c1-n1cccc1 (centres undefined) | -3
41 | CCC(C)c1ccc(NC(=S)Nc2ccc(N(CC)CC)cc2)cc1 (centres undefined) | 28
42 | CCOc1ccc(-c2cc3ccccc3[nH]2)cc1 | 6
43 | C#Cc1cccc(NC(=O)Cc2cccc(OC)c2)c1 | 1
44 | COC(=O)c1ccc(COC(=O)c2ccccc2CC#N)cc1 | ?
45 | CCn1c(=O)c2sccc2n(CC(=O)N2CCOc3ccc(C)cc32)c1=O | 4
46 | CNC(=O)c1ccc(N(Cc2ccc(C)cc2)S(C)(=O)=O)cc1 | -13
47 | O=C(Nc1cc(Cl)cc(Cl)c1)C(c1ccccc1)N1CCN(C(=O)C2CC2)CC1 (centres undefined) | 7
48 | O=C(Nc1cc(C(F)(F)F)ccc1Cl)c1noc2c1CCCC2 | -9
49 | O=C(C1=C(c2ccccc2)S(=O)(=O)CCO1)N(Cc1cccs1)c1ccccn1 | -7
50 | Cc1ccc(S(=O)(=O)N[C@H](CNCc2ccccc2)C(C)C)cc1 | -1
51 | CC(C)(C)C(=O)N1CCC(C(=O)N2CCN(c3ccc(F)cc3)CC2)CC1 | -2
52 | CCc1ccc(C(=O)CC(c2ccccc2)C2CCCCC2=O)cc1 (centres undefined) | 3
53 | Nc1nc(SCc2nnc(-c3ccccc3)o2)n[nH]1 | 4
54 | CNC(=O)C(C)SCc1ccc(Br)cc1 (centres undefined) | 6
55 | O=C(Nc1ccc(C(F)(F)F)cc1)c1cc(=O)c2ccccc2o1 | 12
56 | Brc1cc2c(cc1Cn1nnc(-c3ccccc3)n1)OCO2 | 0
57 | Cc1ccc(CC(=O)N2CCC(NS(=O)(=O)c3ccc(C)cc3)CC2)cc1 | 5
58 | N#Cc1ccc(F)c(Cn2cnc3c(Cl)cc(Cl)cc3c2=O)c1 | 1
59 | Cc1cccc(OCC(=O)Nc2cc(-c3nn(C)c(=O)c4ccccc34)ccc2N2CCOCC2)c1 | 6
60 | N#Cc1nc(Nc2cccc(Cl)c2)nc(NC2CCCC2)n1 | -9

Going on with the list:
No. | Compound | LDHA inh
61 | CCC1CN(C(=O)c2cnn(-c3ccccc3F)c2C(F)(F)F)CCO1 (centres undefined) | -5
62 | Cc1ccc(S(=O)(=O)N2[C@H](CC(=O)c3ccccc3)OC[C@@H]2C(C)C)cc1 | -8
63 | Cc1ccc(S(=O)(=O)N(C)CC(=O)OCc2coc(-c3cccs3)n2)cc1 | -1
64 | CCCc1c2c(nn1-c1cc(Cl)ccc1OC)CC(C)(C)CC2=O | -2
65 | CC(C)C(=O)Nc1ccc(-c2nc(-c3ccccc3)co2)cc1 | -3
66 | O=S(=O)(c1ccc(F)cc1)N1CCCN(c2nnnn2-c2ccccc2)CC1 | 6
67 | Cc1ccc(NC(=O)c2nc3ccccc3nc2N2CCOCC2)cc1F | -3
68 | COc1cccc(C2c3c(ncn(-c4ccccc4Cl)c3=N)Oc3ccc4ccccc4c32)c1 (centres undefined) | 4
69 | Cc1c(-c2cccc(Cl)c2)nc2ccccc2c1C(=O)NC1CCCCCC1 | 5
70 | CCCC(=O)Nc1cccc(-c2cc3cc(F)ccc3[nH]2)c1 | 9
71 | COc1ccc(NC(=O)COC(=O)c2ccc(C)s2)cc1OC | 14
72 | Cc1ccc2oc(C(=O)Nc3ccc(F)cc3)cc(=O)c2c1 | -8
73 | CCN1CCC(N(Cc2cccc(OC)c2)C(=O)Nc2ccccc2OC)CC1 | 0
74 | COc1ccc(/C(=N/OC(=O)c2ccc(Cl)cc2)c2nccc3cc(OC)c(OC)cc23)cc1OC | 3
75 | O=C(O)CC(c1ccccc1)c1cc(Cl)ccc1O (centres undefined) | -2
76 | O=C(Nc1cccnc1)c1cc(-c2ccccc2)nc2ccccc12 | -6
77 | CCN1CCCC1CNC(=O)c1nn(Cc2ccccc2)c(=O)c2ccccc12 (centres undefined) | 3
78 | O=C(N/N=C/c1cc(Br)cs1)c1ccccc1 | 0
79 | Cc1cnc2c(S(=O)(=O)N3CCCCC3)cccc2c1 | -5
80 | c1coc(CNc2ccc3c(c2)ncn3C2CCCCC2)c1 | 13
81 | O=C1CC(c2ccc(F)c(F)c2)c2ncn(-c3ccccc3)c2N1 (centres undefined) | 17
82 | CC(C)CCn1nc(C(=O)OC/C(O)=C(\C#N)c2nc3ccccc3[nH]2)c2ccccc2c1=O | 2
83 | CSCCCNC(=S)Nc1cc(F)ccc1C | -9
84 | CCN1CCCC1CNC(=O)CC(C)(C)C (centres undefined) | -1
85 | Nc1ccc(CNC(=O)c2cc3cc(Cl)ccc3nc2N)cc1 | 8
86 | O=C(O)CCC(=O)OCCc1ccccc1 | 1
87 | CCNC(=O)c1ccc(CNC(=O)OC(C)(C)C)cc1 | 8
88 | CC(=O)c1ccc(C(=O)N(C)Cc2ccncc2)s1 | 8
89 | CC(C)Sc1nc(N2CCOCC2)c2c(c1C#N)CCCC2 | 11
90 | Cc1csc(NC(=O)CSc2c3c(nc4cc(Cl)ccc24)CCCC3)n1 | 18
91 | O=C(O)c1ccc2cc(C(=O)O)[nH]c2c1 | 0
92 | CCN(Cc1ccccc1)c1ccc(/C=N/NC(=S)Nc2cc(S(=O)(=O)N(C)C)ccc2C)cc1 | -1
93 | CCCn1nc(C(=O)OCC(=O)N(CC)Cc2ccccc2)c2ccccc2c1=O | -2
94 | COc1nc2cc(C)c(C)cc2nc1C(=O)Nc1ccc(Br)cc1 | -7
95 | O=C(Nc1ccc(F)cc1F)C12CC3CC(CC(C3)C1)C2 | -5
96 | Cn1c(=O)c2c(ncn2CC(COCc2ccccc2F)OCc2ccccc2F)n(C)c1=O (centres undefined) | -2
97 | CN1CCOC(CNC(=O)Cc2cccc(F)c2)C1 (centres undefined) | 0
98 | CCC1OC(C)Cc2[nH][nH]c(=O)c21 (centres undefined) | 7
99 | Cc1cnc2c(S(=O)(=O)NC3CCCCNC3=O)cccc2c1 (centres undefined) | 5
100 | Cc1c(F)cc(C(N)=O)cc1NS(=O)(=O)c1cc(F)ccc1F | -9
101 | O=C(NCCCc1ccccc1)c1cc(-c2ccncc2)nc2ccccc12 | 2
102 | COc1cc(OC)cc(C(NC(=O)c2cc(C(C)=O)c[nH]2)c2nccn2C)c1 (centres undefined) | -2
103 | CCOc1ccc(NS(=O)(=O)c2ccc(Cl)c(C(=O)Nc3ccc4oc(C)nc4c3)c2)cc1 | 10
104 | CCOc1ccccc1NC(=O)Cn1nnc(C(=O)NCc2ccccc2)c1N | -2
105 | COc1cc(COC(=O)c2c(OC)cccc2OC)ccc1OC(F)F | 2
106 | COc1ccc(-c2csc3ncnc(Nc4cc(Cl)ccc4OC)c23)cc1 | 9
107 | Cc1ccc(CCC(=O)O)c(C)c1 | 3
108 | Cc1cc(F)ccc1S(=O)(=O)Nc1ccc(N2CCCC2)c(F)c1 | 10
109 | O=C(O)c1cccc(/C=N/O)c1O | 4
110 | CC(C)=CC(=O)Nc1cccc2c1CCCC2 | 0
111 | CCOC(=O)C1=C(CN2CCc3ccccc3C2)NC(=O)NC1c1ccc(CC)cc1 (centres undefined) | 10
112 | COc1ccc(OC)c(C(=O)CSc2ccc(Cl)cc2)c1 | 26
113 | CN1CCC(N2CCN(C3CN(Cc4cn(Cc5cccc(C(F)(F)F)c5)nn4)S(=O)(=O)C3)CC2)CC1 (centres undefined) | 4
114 | CCC1Cc2[nH][nH]c(=O)c2C(CC)O1 (centres undefined) | 3
115 | COc1ccccc1N1CCN(c2nccnc2SCC(=O)Nc2cc(Cl)ccc2C)CC1 | -5
116 | C=C(C)c1cccc(C(C)(C)NC(=O)NCCc2ccccc2)c1 | 5
117 | COc1ccccc1NC(=O)c1cc2ccccc2cc1OCC(N)=O | -12
118 | N#Cc1ncn(Cc2coc(-c3cccc(Cl)c3)n2)n1 | 6
119 | N#Cc1nc(C2CC2)oc1N1CCN(C(=O)c2ccc(F)c(F)c2)CC1 | 9
120 | O=C(O)c1ccc(-n2c(/C=C/c3cccc(O)c3)nc3ccccc3c2=O)cc1 | -6

Following part:
No. | Compound | LDHA inh
121 | CC1(C)CC(=O)C2=C(C1)N(N1CCOCC1)C(N)=C(C#N)C2c1ccccc1Cl (centres undefined) | 8
122 | O=C(O)CC1CC(=O)OC1=O (centres undefined) | 1
123 | O=C(CN1C(=O)N/C(=C\c2cccn2-c2cccc(C(=O)O)c2)C1=O)Nc1cccc(F)c1 | -5
124 | Cc1cc2c(s1)c1cnn(Cc3ccc(C)c(F)c3)c(=O)c1n2C | 0
125 | CC(=O)c1c(C)[nH]c(C(=O)C(C)Oc2ccc(Cl)cc2Br)c1C (centres undefined) | 6
126 | CNC(=O)/C=C/c1cccc([N+](=O)[O-])c1 | -2
127 | CC(C)C(=O)NC1(C(F)(F)F)N=C(c2ccccc2)N(CCc2ccccc2)C1=O (centres undefined) | 6

High-throughput results as filed in PubChem.

Some of the compounds tested (hit frequency here may not be typical).
